Assay outcomes from PubChem BioAssay.
RECQ1 helicase: blocks DNA unwinding by human RECQ1; P46063; actives 0.54% (n = 240,000); Potency, µM (titrated, usually from 57.3 µM), for inactives: at the top dose activity, negative = inhibition, hits mostly inhibitors; RECQ1 DNA unwinding, red fluorescence kinetic read;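 further: plate controls were vehicle for no effect and no enzyme for full effect; nearly all actives have a fitted effect of over 30% in size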
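RECQ1T1 50 nM; forked duplex (20 bp + 30-nt ss tails) 200 nM, ATP 2 mM final; pH 8.0, 2 mM MgCl2, 2.5 ug/ml poly(dI-dC); 15 min compound preincubation; discontinuous kinetic read over 2 h at RT.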
TexasRed fluor: Texas Red fluorescence interference in TRb-SRC2 counter-screen | TRb/SRC2 Texas Red total fluorescence interference | Potency, µM (top dose mostly 106 µM), inactives show at the top dose fluorescence change, negative = quenching | actives 0.29% (n = 280,000) | AID 1479; active means well fitted curve in either direction with a large enough effect; inconclusive means small, poorly fitted or top-dose-only effect
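Flags fluorescent or light-absorbing compounds by total fluorescence, S + 2P, at 555 nm excitation and 632 nm emission. Mixture: 20 nM Texas Red SRC2 peptide, 0.6 uM human TRb LBD, 1 uM T3, 5% DMSO; compound exposure 5 h at ambient temperature.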
GAA glycogen: alters human alpha-glucosidase cleavage of glycogen. P10253. recombinant GAA, glycogen substrate, Amplex Red glucose oxidase fluorescence. Potency, µM (doses to about 76.4 µM), without a hit: top-dose activity change, negative = inhibition, usual class: inhibitors. actives 0.38% (n = 300,000). AID 2100;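 further: 0% = full enzyme reaction and -100% = no-enzyme basal signal; the screen sought inhibitors and activators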
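Natural-substrate format: glycogen cleavage by 4 nM human enzyme, glucose read by Amplex Red coupling (Ex 573, Em 610 nm). Normalized to enzyme and no-enzyme controls.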
GAA spleen mod: lysosomal alpha-glucosidase (human) modulation; P10253; human spleen homogenate, 4-MU-alpha-glucoside fluorescence; Potency, µM (doses to about 79.9 µM), for inactives: at the top dose activity change, negative = inhibition, usual class: inhibitors; actives 0.006% (n = 240,000);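 further: 0% = enzyme with vehicle and -100% = no enzyme basal signal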
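AC50 values come from Hill-equation fits of concentration-response data, normalized to no-enzyme and full-activity controls. Enzyme source: 1 ug human spleen homogenate; 1 mM fluorogenic 4-MU glucoside, pH 5.0 citrate buffer, 37 C, 40 min.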
TRb SRC2 PPI: inhibitors of human thyroid hormone receptor beta-SRC2 interaction; TRbeta-SRC2 peptide binding, fluorescence polarization; receptor liganded with 1 µM T3; AID 1469; P10828; actives 0.065% (n = 280,000); Potency, µM (top dose mostly 106 µM), inactives show at the top dose activity change, negative = inhibition, hits mostly inhibitors;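 further: plate controls were bound peptide for no effect and peptide without receptor for full effect; nearly all actives have a fitted effect of over 50% in size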
Target sequence (P10828 whole entry, looked up): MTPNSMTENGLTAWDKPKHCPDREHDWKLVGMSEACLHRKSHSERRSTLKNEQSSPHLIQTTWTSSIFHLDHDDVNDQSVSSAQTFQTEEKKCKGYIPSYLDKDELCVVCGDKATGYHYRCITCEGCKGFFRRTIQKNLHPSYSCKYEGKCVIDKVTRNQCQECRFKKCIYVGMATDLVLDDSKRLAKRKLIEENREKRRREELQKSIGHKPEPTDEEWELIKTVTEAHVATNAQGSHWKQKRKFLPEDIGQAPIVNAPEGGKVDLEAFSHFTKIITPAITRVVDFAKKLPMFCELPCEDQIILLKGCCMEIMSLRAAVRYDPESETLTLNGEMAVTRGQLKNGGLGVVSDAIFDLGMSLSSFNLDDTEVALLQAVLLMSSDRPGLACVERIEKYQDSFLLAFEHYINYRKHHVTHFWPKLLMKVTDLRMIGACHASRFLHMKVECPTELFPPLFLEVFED
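Read-out is fluorescence polarization (555 nm excitation, 632 nm emission) of a Texas Red SRC2 coactivator peptide; loss of signal reflects blocked binding to human TRb ligand-binding domain in the presence of 1 uM T3.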
GoLoco inh red: blocks human Gai1 binding to RGS12 GoLoco peptide, red readout; Gai1:RGS12 GoLoco peptide FP, rhodamine, 10 min; P63096; actives 0.44% (n = 230,000); AID 880; Potency, µM (series often up to 61.6 µM), for inactives: at the top dose activity, negative = inhibition, usual class: inhibitors; active means well fitted inhibition curve with a large enough effect, not every such curve was filed as active; inactive means no such curve, though single readings can be large or run the other way; further: nearly all actives have a fitted effect of over 30% in size; many of its hits are not listed in these tables
Target sequence (P63096 whole entry, looked up): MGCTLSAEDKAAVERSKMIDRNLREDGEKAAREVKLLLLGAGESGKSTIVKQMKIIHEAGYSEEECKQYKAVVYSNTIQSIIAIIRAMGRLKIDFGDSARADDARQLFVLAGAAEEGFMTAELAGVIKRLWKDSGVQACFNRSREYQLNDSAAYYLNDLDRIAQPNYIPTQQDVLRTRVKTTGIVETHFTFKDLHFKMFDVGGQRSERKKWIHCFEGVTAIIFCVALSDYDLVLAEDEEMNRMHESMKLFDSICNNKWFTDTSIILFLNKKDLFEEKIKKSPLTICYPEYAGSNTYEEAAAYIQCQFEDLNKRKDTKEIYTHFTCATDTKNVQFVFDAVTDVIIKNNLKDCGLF
GAA inhib: blocks human lysosomal alpha-glucosidase | purified human GAA, 4-MU-alpha-glucoside fluorescence | Potency, µM (titrated, usually from 76.9 µM), without a hit: top-dose activity change, negative = inhibition, most hits filed as inhibitors | P10253 | actives 0.005% (n = 200,000);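 further: plate controls were uninhibited enzyme wells for no effect and no-enzyme background for full effect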
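Endpoint fluorogenic read: 20 min room-temperature reaction of 4 nM human alpha-glucosidase with 400 uM 4-methylumbelliferyl-alpha-D-pyranoside, pH 5.0, quenched with 1M NaOH/1M glycine pH 10. AC50 from Hill modeling.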
L3MBTL1 inh: inhibitors of human L3MBTL1; Q9Y468; AlphaScreen L3MBTL1–H3K9me1 peptide binding; Potency, µM (top dose mostly 57.1 µM), for inactives: top-dose activity, negative = inhibition, usual class: inhibitors; actives 0.66% (n = 230,000); AID 485360; further: nearly all actives have a fitted effect of over 60% in size
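Displacement of a biotinylated histone H3(1-15) peptide monomethylated at Lys9 (75 nM) from L3MBTL1 (50 nM) was measured by AlphaScreen after a 30 min room-temperature compound incubation; cefsulodin titration served as intraplate control.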
* marks the source's active call; other numbers are inactive results; i = inactive; ? = inconclusive; . = no result given; [ ] = another dose, or the depositor's remark. Unless noted, the call rests on the fitted dose curve; in most records, active means well fitted curve in the direction sought with a large enough effect; inconclusive means small, poorly fitted or top-dose-only effect, or another doubt; inactive means no such curve, though single readings can be large; an effect the other way counts as inactive or inconclusive. Unless noted, on the % scale 0 is the no-effect control and ±100 the full control effect; potency means the concentration at half of the fitted maximal effect. A portion of the library (hit frequency here may not be typical).

Molecule,RECQ1 helicase,TexasRed fluor,GAA glycogen,GAA spleen mod,TRb SRC2 PPI,GoLoco inh red,GAA inhib,L3MBTL1 inh
Cc1ccc(C23CC4CC(CC(C(=O)OCC(=O)NC5CCS(=O)(=O)C5)(C4)C2)C3)cc1 (stereo not drawn),-5%,-9%,10%,2%,5%,-13%,0%,8%
Cc1ccc(C2NC(=O)c3ccccc3N2)s1 (stereo not drawn),-16%,-2%,-4%,-6%,-1%,4%,2%,.
CCCCn1c(SCC(=O)N(CC)C2CCS(=O)(=O)C2)nc2cc(S(N)(=O)=O)ccc21 (stereo not drawn),-1%,-2%,0%,-12%,4%,10%,0%,2%
CCCN(CCC)CCOc1cc(C)ccc1C(C)C,-3%,-1%,-6%,-5%,-3%,-12%,2%,-5%
O=C(c1ccccc1)c1nc2ccccc2[nH]c1=O,-15%,0%,-7%,-16%,4%,-4%,-1%,3%
Cn1c(=O)n(CC(=O)Nc2ccc(F)cc2)c2ccccc21,-4%,5%,3%,3%,5%,2%,-14%,7%
Cc1nc2ccccc2nc(=O)c1NNc1ccccc1,-4%,5%,-23%,1%,12%,-3%,-3%,3%
c1cncc(-c2nc(-c3cccs3)cs2)c1,i,1%,11%,-9%,3%,-7%,-5%,12%
O=C1c2cc3ccccc3c(-c3ccccc3)c2C(=O)N1c1ccccn1,5%,-1%,-5%,3%,-5%,-6%,-4%,-6%
N/C(=N\OS(=O)(=O)c1ccc2ccccc2c1)c1cccnc1,-11%,0%,2%,-12%,-1%,1%,9%,4%
Oc1csc(Cc2nc(-c3ccccc3F)cs2)n1,-8%,-3%,?,.,0%,59%[activator],?,?
CCN(CCCNC(=O)CC(C(=O)N1CCc2ccccc21)n1ccnc1)c1cccc(C)c1 (stereo not drawn),-8%,-9%,-17%,-5%,-3%,2%,-20%,-62%
CN1CCN(C(=O)C2=C[C@H](c3ccc4c(c3)OCO4)C[C@H](OCc3ccc(CO)cc3)O2)CC1,-2%,-1%,-8%,-7%,-9%,-1%,.,-7%
CC(C)NS(=O)(=O)c1ccc(NC(=O)C2CC3C=CC2C3)cc1 (stereo not drawn),-7%,0%,4%,-12%,-5%,4%,7%,0%
CC(C)(C)C(=O)OCc1nc(-c2ccc(Cl)cc2)cs1,3%,0%,0%,-1%,-1%,-8%,3%,50%[activator]
COc1ccc(CSCCc2n[nH]c(=S)n2-c2ccccc2)cc1C,i,-2%,?,5%,-1%,12%,1%,-22%
COc1ccc(N2CCN(C(=O)CN(c3ccc(Br)cc3)S(C)(=O)=O)CC2)cc1,i,0%,4%,-5%,7%,-5%,-8%,-2%
O=C(CCn1c(=O)oc2ccccc21)NC1=NCCS1,-8%,2%,3%,-2%,-2%,-4%,2%,38%[activator]
O=C1N/C(=N/Nc2ccccc2)S/C1=C\c1ccccc1,-4%,-3%,?,-2%,-4%,204%[activator],0%,-28%
CC(C)C(=O)NC(=S)Nc1ccccc1C(=O)NC1CCCCC1,-5%,0%,8%,1%,-1%,3%,-1%,14%
COc1ccc(NC(C)c2cc(Cl)ccc2O)cc1 (stereo not drawn),-3%,-1%,?,4%,-25%,-6%,-2%,?
Cc1ccc(CSCC(=O)NN=C2CCN(C)CC2)cc1,-1%,-5%,7%,-8%,0%,-4%,1%,6%
O=C(CCc1ccccc1)NCCc1nc2ccccc2[nH]1,i,0%,12%,-2%,5%,-8%,?,11%
S=c1[nH]nc(CCc2nc3ccccc3[nH]2)n1-c1ccccc1,-9%,0%,13%,5%,-4%,16%,?,10%
CCOC(=O)COn1c(SCC(=O)OCC)nc2ccccc2c1=O,i,3%,-3%,3%,-2%,-3%,2%,.
CC(C)C[C@H](NC(=O)c1nc[nH]c1C(=O)NCc1ccccc1)C(=O)OC(C)(C)C,-11%,-1%,-24%,-21%,4%,-1%,.,-6%
N#CC(C#N)=Cc1cccn1-c1ccc(S(N)(=O)=O)cc1,-7%,5%,5%,-1%,4%,32%[activator],-2%,-41%
O=C(Nc1ccccc1C(F)(F)F)c1c(F)cccc1Cl,i,-5%,21%,6%,3%,26%,11%,2%
COc1ccc(CCNC(=O)Cn2nnc(-c3ccc(N4CCOCC4)cc3)n2)cc1OC,i,1%,-8%,-16%,2%,-5%,-3%,3%
COc1ccc(C(=O)NNC(=O)CSc2nnc(C)n2CC2CCCO2)cc1 (stereo not drawn),-2%,0%,-8%,-1%,-4%,24%,15%,-1%
COc1ccc(CCNc2ccc(C(CC(N)=O)NC(=O)Cc3cccc4ccccc34)cc2[N+](=O)[O-])cc1 (stereo not drawn),0%,0%,3%,-8%,-9%,2%,.,.
COc1ccc(NC(=O)/C=C/c2cccc(F)c2)cn1,-10%,-1%,2%,-1%,-6%,18%,-6%,8%
O=C(Cc1ccc(Cl)c(Cl)c1)Nc1cccc2ncccc12,-4%,-5%,1%,-4%,2%,21%,4%,-6%
COCCN(C(=O)CCl)C(C(=O)NC1CCCCC1)c1ccccc1C (stereo not drawn),6%,0%,-1%,-9%,0%,4%,-1%,13%
CCCCn1c(=S)[nH]c2cc(S(=O)(=O)N3CCCCC3)ccc21,0%,0%,-18%,-6%,-3%,5%,?,.
CCn1cc([N+](=O)[O-])c(C(=O)N2N=C(c3ccccc3)CC2c2ccc([N+](=O)[O-])cc2)n1 (stereo not drawn),-4%,-1%,-5%,2%,-3%,15%,-14%,-3%
CNC(=S)N(C)[C@H]1c2c(ccc3ccccc23)OC[C@H]1CO,-13%,-1%,3%,7%,-3%,79%[activator],0%,?
CCOC(=O)Cn1c(S(=O)(=O)Cc2ccc(Cl)cc2)nc(-c2ccccc2)c1-c1ccccc1,i,-3%,0%,-7%,-2%,-16%,-4%,5%
O=C(CSc1ccccn1)Nc1ccc(Cl)c([N+](=O)[O-])c1,i,1%,3%,-15%,-3%,4%,8%,-22%
Cc1cc(N2CCCCC2)n2ncc(-c3ccccc3)c2n1,-2%,-6%,-2%,-6%,-3%,4%,0%,353%[activator]
O=C1S/C(=C/c2ccccc2)C(=O)N1CC(O)Cn1c2ccccc2c2ccccc21 (stereo not drawn),-13%,3%,4%,4%,1%,5%,3%,-4%
COc1ccc2sc(C)[n+](C)c2c1,-1%,-1%,8%,-4%,-5%,1%,0%,.
CCOc1ccc(NC(=O)NNC(=O)C2CCC(C(C)(C)C)CC2)cc1 (stereo not drawn),-2%,0%,-10%,7%,0%,3%,6%,3%
CN(C)NC(=S)Nc1cccc(C(F)(F)F)c1,-12%,0%,?,-8%,0%,6%,-1%[15.4 µM],7%
CC(C)CC(NC(=O)CC12CC3CC(CC(C3)C1)C2)C(=O)NC1=NCCS1 (stereo not drawn),0%,-3%,14%,-1%,-1%,-5%,-7%,2%
CC(C)OC(=O)n1c(=S)oc2ccccc21,1%,0%,-11%,3%,-20%,-8%,1%,.
CNC(=O)NC(=O)Cn1cnc2sc(-c3ccccc3)cc2c1=O,i,0%,6%,0%,-2%,9%,.,7%
CCOC(=O)c1nnn(-c2nonc2N)c1C,14%,-4%,3%,5%,0%,8%,10%,.
COCC(=O)Nc1cc(C(=O)NCCc2ccccc2)ccc1Cl,-1%,1%,1%,0%,7%,4%,1%,-17%
O=C(CCCCCNC(=S)Nc1ccccc1)C[N+](=O)[O-],i,1%,2%,2%,-4%,8%,-2%,-7%

Complete entries as entered above. Values in the order: RECQ1 helicase | TexasRed fluor | GAA glycogen | GAA spleen mod | TRb SRC2 PPI | GoLoco inh red | GAA inhib | L3MBTL1 inh
CC(C)C[C@H](NC(=O)c1nc[nH]c1C(=O)NCc1ccccc1)C(=O)OC(C)(C)C is entered as -11% | -1% | -24% | -21% | 4% | -1% | . | -6%
COc1ccc2sc(C)[n+](C)c2c1 is entered as -1% | -1% | 8% | -4% | -5% | 1% | 0% | .
COCCN(C(=O)CCl)C(C(=O)NC1CCCCC1)c1ccccc1C (stereo not drawn) is entered as 6% | 0% | -1% | -9% | 0% | 4% | -1% | 13%
O=C1S/C(=C/c2ccccc2)C(=O)N1CC(O)Cn1c2ccccc2c2ccccc21 (stereo not drawn) is entered as -13% | 3% | 4% | 4% | 1% | 5% | 3% | -4%

Next results:
Molecule,RECQ1 helicase,TexasRed fluor,GAA glycogen,GAA spleen mod,TRb SRC2 PPI,GoLoco inh red,GAA inhib,L3MBTL1 inh
CC(=O)c1c(N2CCOCC2)[nH]c(-c2ccccc2)nc1=S,-4%,0%,?,-4%,-6%,16%,?,22%
O=C(CCSc1nnc(-c2ccco2)o1)N1CCOCC1,-2%,5%,6%,4%,1%,2%,2%,29%
COc1ccc(OC)c(CN2CCC(C(=O)N3CCN(c4ccccc4F)CC3)CC2)c1,-6%,-2%,-2%,3%,-11%,3%,0%,-2%
COC(=O)c1ccccc1NC(=S)NC(=O)c1ccc(C)cc1,-14%,-2%,-9%,-5%,7%,5%,-2%,1%
CC1=C(C(=O)Nc2ccccc2)C(c2ccco2)C(C#N)=C(SCc2ccccc2)N1 (stereo not drawn),-13%,-4%,-27%,-19%,-2%,5%,-14%,.
CC(C)CCNC(=O)C(c1ccncc1)N(CC1CCCO1)C(=O)Cn1nnc(-c2ccc(F)cc2)n1 (stereo not drawn),-8%,-2%,-7%,-12%,4%,7%,-7%,-2%
